Bfl-1 Bim block: inhibitors of Bim-Bfl-1 interaction, human. Q16548. Bead-based flow cytometry, Bim-Bfl-1 binding inhibition. inhibition, % at 10 µM. 190,000 compounds, 0.12% hits. AID 1008;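 further: 0% = wells without compound plus tracer and 100% = blocker peptide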
Bcl-2 Bim block: inhibitors of Bim-Bcl-2 interaction, human; inhibition, % at 10 µM; P10415; 190,000 compounds, 0.06% hits; Bead-based flow cytometry, Bim peptide-Bcl-2 binding; in the data active means inhibition above about 40%; inconclusive means no clear call, values can overlap the other calls;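 further: 0% = no compound wells with probe peptide and 100% = reference peptide inhibitor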
Target sequence (P10415 whole entry, looked up): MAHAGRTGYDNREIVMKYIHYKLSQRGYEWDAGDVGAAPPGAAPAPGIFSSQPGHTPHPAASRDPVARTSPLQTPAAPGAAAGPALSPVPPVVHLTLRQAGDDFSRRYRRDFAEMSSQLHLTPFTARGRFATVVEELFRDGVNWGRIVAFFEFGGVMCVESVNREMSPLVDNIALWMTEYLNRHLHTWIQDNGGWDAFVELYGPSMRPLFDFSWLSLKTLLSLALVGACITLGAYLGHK
Bcl-XL Bim block: disrupts Bim peptide binding to human Bcl-XL. AID 1007. 190,000 compounds, 0.04% hits. Q07817. inhibition, % at 10 µM. bead flow cytometry, fluorescence
RGS4-Gao reg: modulates binding of RGS4 to human Galphao | Multiplexed bead flow cytometry; actives lie on both sides | binding response (% of control), % at 10 µM | 220,000 compounds, 0.33% hits; in the data active means binding response below about 49% or above about 150%; inactive means in between;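 further: fluorescent Galphao activated with aluminum fluoride binding bead-coupled RGS4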
Target sequence (P09471 whole entry, looked up): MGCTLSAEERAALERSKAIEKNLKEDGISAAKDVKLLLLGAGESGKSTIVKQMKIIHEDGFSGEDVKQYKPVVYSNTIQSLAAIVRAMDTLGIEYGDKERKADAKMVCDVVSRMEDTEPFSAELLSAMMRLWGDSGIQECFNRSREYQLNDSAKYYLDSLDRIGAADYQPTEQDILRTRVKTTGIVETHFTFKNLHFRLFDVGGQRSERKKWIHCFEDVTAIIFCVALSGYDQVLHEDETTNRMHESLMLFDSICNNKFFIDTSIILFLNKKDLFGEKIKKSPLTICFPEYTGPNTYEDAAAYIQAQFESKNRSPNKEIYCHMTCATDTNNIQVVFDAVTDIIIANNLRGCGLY
Mcl-1 Bim block: human Bim-Mcl-1 interaction inhibition; AID 1009; 190,000 compounds, 0.1% hits; Q07820; inhibition, % at 10 µM; Bead-based flow cytometry, Bim peptide-Mcl-1 binding;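 further: 0% = no compound tracer wells and 100% = peptide blocker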
Target sequence (Q07820 whole entry, looked up): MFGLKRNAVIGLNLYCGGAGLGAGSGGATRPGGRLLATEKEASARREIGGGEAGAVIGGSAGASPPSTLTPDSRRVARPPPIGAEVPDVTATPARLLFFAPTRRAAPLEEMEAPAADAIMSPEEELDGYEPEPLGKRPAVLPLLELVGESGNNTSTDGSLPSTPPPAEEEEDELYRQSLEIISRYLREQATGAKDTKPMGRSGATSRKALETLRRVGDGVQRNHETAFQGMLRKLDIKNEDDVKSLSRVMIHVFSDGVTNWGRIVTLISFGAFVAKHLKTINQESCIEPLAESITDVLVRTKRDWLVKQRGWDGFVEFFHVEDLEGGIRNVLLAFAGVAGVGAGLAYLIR
Mcl1-Bid inh: Mcl-1/Bid interaction inhibition; Q07820; TR-FRET Mcl-1/Bid-Dy647 peptide binding, 1536-well; inhibition, % at 21.7 µM; 220,000 compounds, 0.97% hits; AID 1021;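 active means compounds that cut the binding signal by more than half at the single screening dose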;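 further: His-tagged Mcl-1 with europium anti-His antibody binding Bid BH3 peptide; 0% = Mcl-1 plus peptide wells and 100% = peptide-only wells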
Bim-Bcl-B: human Bim-Bcl-B interaction inhibition | Q9HD36 | bead-based flow cytometry, Bim peptide-Bcl-B binding | inhibition, % at 10 µM | 190,000 compounds, 0.073% hits;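 further: 0% = tracer peptide without compound and 100% = reference inhibitor peptide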
Bcl-W Bim block: disrupts Bim peptide binding to human Bcl-W; inhibition, % at 10 µM; Q92843; AID 952; 190,000 compounds, 0.02% hits; bead-based flow cytometry;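 further: 0% = bound tracer without compound and 100% = peptide blocker; higher means less fluorescent Bim peptide bound to Bcl-W beads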
RGS8-Gao reg: human RGS8-Galphao interaction regulation | P09471 | multiplexed bead flow cytometry, RGS8-Galphao binding; actives lie on both sides | response (percent of control binding), % at 10 µM | 220,000 compounds, 0.34% hits; in the data active means response below about 60% or above about 140%; inactive means in between;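 further: Galphao activated as the GDP aluminium fluoride complex binding bead-coupled RGS8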
RGS7-Gao reg: regulators of human RGS7-Galphao interaction; 220,000 compounds, 0.35% hits; P09471; Multiplexed bead flow cytometry, RGS7-Galphao binding; actives lie on both sides; binding response (% of control), % at 10 µM; in the data active means binding response below about 49% or above about 150%; inconclusive means no clear call, values can overlap the other calls; inactive means in between;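 further: fluorescent Galphao held in activated GDP-AlF4 state binding bead-coupled RGS7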
Mcl1 Noxa PPI: Mcl-1/Noxa interaction inhibition; Q07820; TR-FRET Mcl-1/Noxa peptide binding, 2 h; inhibition, % at 21.7 µM; 220,000 compounds, 1.5% hits; AID 1022;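 active means compounds that cut the protein-peptide binding signal by more than 50% relative to plate controls in a single-dose test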;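 further: His-tagged Mcl-1 with rhodamine Noxa BH3 peptide and terbium anti-His antibody; 0% = Mcl-1 plus Noxa peptide wells and 100% = peptide-only wells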
Starred values were filed as active, the others as inactive; ? = inconclusive; . = no result given. Unless noted, no stated cut-off is given here; in the data, active means inhibition above about 40%.

SMILES	Bfl-1 Bim block	Bcl-2 Bim block	Bcl-XL Bim block	RGS4-Gao reg	Mcl-1 Bim block	Mcl1-Bid inh	Bim-Bcl-B	Bcl-W Bim block	RGS8-Gao reg	RGS7-Gao reg	Mcl1 Noxa PPI
COc1cc(C(=O)NCc2ccc(-c3nc4ccccc4s3)cc2)cc(OC)c1OC	-15	-6	-10	97	-1	11	-11	-6	99	99	-1
Cc1cccc(-n2c(Cc3cc(=O)[nH]c(=O)[nH]3)nnc2SC(C)C)c1	-4	-9	-8	96	-5	-25	-12	-8	97	99	1
CCn1c(CCNC(=O)c2ccc(C)cc2)n[nH]c1=S	1	1	3	98	1	-83	2	2	98	100	5
COc1ccccc1N1CCN(CC(O)COc2c(OC)cccc2OC)CC1 (configuration not stated)	-14	-10	-6	101	-3	18	-9	0	100	99	10
COc1ccc(C2=CC(c3ccc(F)cc3)n3nnnc3N2)cc1 (configuration not stated)	0	1	0	101	2	-3	1	1	102	102	7
Cc1noc(C)c1CSCC(=O)N1CCN(c2ccc([N+](=O)[O-])cc2)CC1	-21	-10	-8	101	-1	-19	-9	-5	99	98	-14
Cc1ccc(-c2cccc(CN3CCN(C4CCN(C(C)C)CC4)C(CCO)C3)c2)o1 (configuration not stated)	5	2	-5	105	-4	-32	1	-4	106	115	17
Cc1ccc(-c2csc3ncnc(Cl)c23)cc1	5	4	4	104	1	-23	1	0	101	102	17
CCC(C)(C(=O)NC1CCCCC1)N(C(=O)Cc1cccs1)c1ccccc1 (configuration not stated)	0	0	-5	99	-6	-3	-3	-4	97	98	16
Cc1ccc(N2C(=O)CS/C2=C(\C(Cl)=C(Cl)Cl)[N+](=O)[O-])cc1	0	-2	-2	103	0	-26	1	-2	100	98	32
Cc1ccc(-n2nnnc2SCn2nnc3ccccc3c2=O)cc1	-12	-1	-4	94	0	-26	-8	-1	100	102	12
COc1ccc(CNC(=O)c2sc(=S)n(-c3ccccc3)c2N)cc1	.	.	.	103	.	-18	.	.	101	?	-17
c1ccc(-n2ncc3c2ncn2nc(-c4ccco4)nc32)cc1	0	0	0	99	0	-6	2	-2	104	105	-36
CCNC(=O)c1ccc2c(c1)S(=O)(=O)c1ccccc1C2=O	-6	-3	-5	97	-5	-26	-3	-3	95	98	1
CCOC(=O)CSc1nc2c(c(=O)n1-c1ccc(OC)cc1)SCC2	-11	-8	-7	101	-5	1	-7	0	102	102	6
Clc1ccc(-n2ncc3c(NCc4ccc5c(c4)OCO5)ncnc32)cc1	-11	-9	1	106	-2	-9	-12	0	103	100	15
COCCNC(=O)C1CC2Cn3c(nc4cc5ccccc5cc43)C2N1C (configuration not stated)	.	.	.	91	.	-23	.	.	97	?	-8
Cc1onc(-c2ccccc2)c1NC(=O)N(Cc1ccccc1)C(C)C	.	.	.	94	.	1	.	.	96	?	-1
OCCC1CN(Cc2nc3c(s2)CCCC3)CCN1Cc1ccsc1 (configuration not stated)	-3	1	0	101	23	-31	-2	13	105	101	-10
C/C(=N\NC(=O)CCc1ccc(S(=O)(=O)N2CCOCC2)cc1)c1ccc(Br)cc1	-7	-4	0	96	3	0	-1	4	98	?	31
CS(=O)(=O)N(CC(=O)Nc1ccccc1C(=O)N1CCCC1)c1cccc([N+](=O)[O-])c1	-2	-5	0	103	-1	-15	-3	-1	98	?	16
Cc1cc(C)c2nc(C)cc(Nc3ccc(C(=O)N(C)C)cc3)c2c1	.	.	.	99	.	-10	.	.	100	?	18
CC1Cc2cc(/C(O)=C3/C(=O)C(=O)N(CCCN(C)C)C3c3ccncc3)ccc2O1 (configuration not stated)	-16	-8	-2	103	-1	-20	-11	-2	99	103	8
COc1ccc(/C=N/NC(=O)c2c(-c3ccccc3)noc2C)cc1	0	-2	-5	98	-4	1	-1	-2	100	96	-10
O=C(CN1CCCCC1)Nc1cccc(Cl)c1Cl	-23	-13	-7	97	-6	-24	-11	-3	100	94	-12

Compounds above with a furan ring, fused or not:
SMILES	Bfl-1 Bim block	Bcl-2 Bim block	Bcl-XL Bim block	RGS4-Gao reg	Mcl-1 Bim block	Mcl1-Bid inh	Bim-Bcl-B	Bcl-W Bim block	RGS8-Gao reg	RGS7-Gao reg	Mcl1 Noxa PPI
Cc1ccc(-c2cccc(CN3CCN(C4CCN(C(C)C)CC4)C(CCO)C3)c2)o1 (configuration not stated)	5	2	-5	105	-4	-32	1	-4	106	115	17
c1ccc(-n2ncc3c2ncn2nc(-c4ccco4)nc32)cc1	0	0	0	99	0	-6	2	-2	104	105	-36

Next part
SMILES	Bfl-1 Bim block	Bcl-2 Bim block	Bcl-XL Bim block	RGS4-Gao reg	Mcl-1 Bim block	Mcl1-Bid inh	Bim-Bcl-B	Bcl-W Bim block	RGS8-Gao reg	RGS7-Gao reg	Mcl1 Noxa PPI
CCOC(=O)c1sc2nc(C)n(N)c(=O)c2c1C	-2	-3	-1	102	-1	0	-3	-2	100	98	5
COc1ccc(CC(NC(C)=O)C(=O)NC2CCN(C(=O)NCc3ccccc3)CC2)cc1 (configuration not stated)	-2	-3	0	102	6	-10	-3	5	100	104	12
CCOC(=O)N1CCN(C(=O)c2oc3ccc(S(=O)(=O)N4CC(C)CC(C)C4)cc3c2C)CC1 (configuration not stated)	-5	0	4	96	1	43	-16	0	99	95	5
O=C(CSc1nnc2ccccn12)NCc1cccs1	-6	-2	-1	104	3	-13	-4	2	103	101	15
COc1ccc(NC(=O)CSC2=NCCN2)cc1	-3	-3	3	95	1	6	-1	-3	94	90	21
Cc1nn(Cc2ccccc2Cl)c(C)c1C(=O)NCCN1C(=O)S/C(=C\c2ccccc2)C1=O	0	-2	-3	102	-8	38	-3	-1	100	99	-12
Cn1nnc(C(O)CNCc2ccc(Cl)cc2)n1 (configuration not stated)	6	1	2	101	-1	7	2	-2	104	106	4
Cc1ncc(C[n+]2csc(CCOC(=O)CC34CC5CC(CC(C5)C3)C4)c2C)c(N)n1	0	4	-6	105	-3	1	-5	-2	102	103	31
COc1ccccc1/C=c1\sc2nc(-c3ccccc3OC)nn2c1=O	0	0	0	100	-1	-4	-2	0	101	99	-2
Cc1sc2nc(C(C)C)nc(SCC(=O)N3CCN(C(=O)c4ccco4)CC3)c2c1C	4	0	-1	102	-5	-16	-7	0	98	99	2
CSc1nc(N)nc(SCC(=O)C(C)(C)C)c1C#N	-3	-5	0	96	-1	-13	-1	0	99	93	11
Cc1cccc(C(=O)NCC(=O)OCC(=O)N2CCc3ccccc32)c1	-7	-6	-1	101	0	-9	0	0	100	?	3
CN1C(=O)CSc2ccc(NC(=O)NCc3ccco3)cc21	-9	-2	-2	101	2	-16	-3	3	99	104	21
Cc1nc2cc(Cl)ccc2n1-c1ccccc1	-16	-8	-3	102	-3	9	-11	-2	103	103	-1
CCCC(c1nnnn1Cc1ccc(F)cc1)N1CCN(C)CC1 (configuration not stated)	-2	-1	2	103	3	-7	0	2	102	101	10
COc1ccc(C(=O)c2cnc3ccccc3c2-c2ccccc2)cc1	0	0	0	101	0	1	2	2	100	103	9
CCCCc1nc(SCC(=O)Nc2cc(C)on2)n[nH]1	-3	-2	-2	104	-5	1	-5	-1	101	107	-6
COc1ccc(Cl)cc1NC(=O)CN(C)CC(=O)Nc1ccccc1N1CCOCC1	6	3	3	107	0	-41	8	0	102	?	13
O=C(CN1C(=O)c2ccccc2C1=O)OCC(=O)N1CCc2ccccc2C1	-12	-6	-16	100	-8	-43	-5	1	99	96	1
O=C(Nc1ccc(N2CCN(C(=O)c3ccco3)CC2)c(Cl)c1)c1cccs1	-9	-10	-5	100	-3	-19	-10	-2	96	92	14
O=C(CC1NCCc2ccccc21)Nc1ccccc1 (configuration not stated)	-6	-6	-1	99	-1	-15	-2	0	103	101	-4
Cc1ccc(N=Cc2cc(Cl)cc(Cl)c2O)nc1	3	-5	-9	102	-4	-64	-8	0	104	103	37
CC(C)(O)C#Cc1ccc([C@@H]2C[C@H]3CN(c4ccccc4)C(=O)[C@]34CCCN24)s1	2	4	0	99	-2	-3	0	0	95	98	3
CCOC(=O)N1CCN(CCC(=O)c2ccc(OC)cc2)CC1	-4	-2	0	102	-1	10	-3	-1	102	102	11
Cc1ccc(NC(=O)C/C(N)=N/OC(=O)c2ccccc2)cc1	51*	73*	2	106	19	-7	64*	0	103	101	5
Other entries follow.
SMILES	Bfl-1 Bim block	Bcl-2 Bim block	Bcl-XL Bim block	RGS4-Gao reg	Mcl-1 Bim block	Mcl1-Bid inh	Bim-Bcl-B	Bcl-W Bim block	RGS8-Gao reg	RGS7-Gao reg	Mcl1 Noxa PPI
CCC(C)C(NC(=O)OCc1ccccc1)C(=O)OCN1C(=O)c2ccccc2C1=O (configuration not stated)	-2	-6	-1	105	-3	14	0	0	107	99	15
CCN(CC)S(=O)(=O)c1ccc(C(=O)N2CCCCC2)cc1	-13	-4	-5	97	0	-17	-6	-2	99	96	-5
CC(=O)C(Cl)C(=O)Nc1ccccc1 (configuration not stated)	-6	-4	-2	96	-2	3	-3	-3	92	?	8
CC(C)c1nnc(NC(=O)C2CCCN2S(=O)(=O)c2ccc(Cl)cc2)s1 (configuration not stated)	-16	-12	-4	100	-1	-16	-12	-1	102	102	12
CC(=O)C1=C(c2ccccc2)OC(N)=C(C#N)C1c1ccc(O)cc1 (configuration not stated)	3	6	-2	100	-2	-19	2	-2	116	101	7
O=S(=O)(c1ccccc1)c1cnn2c(C(F)(F)F)cc(-c3ccc(F)cc3)nc12	-11	0	-2	96	2	-8	-3	5	105	97	-4
Cc1nc(C)c(-c2ccn(S(=O)(=O)c3ccc(Cl)cc3)n2)o1	.	.	.	102	.	2	.	.	102	?	-17
O=C(Nc1ccccc1C(=O)N1CCCCC1)c1cccc(S(=O)(=O)N2CCOCC2)c1	-12	-5	-2	97	0	-7	-4	3	99	97	2
CSc1nnc(-c2cc3c(s2)-c2ccccc2CC3)o1	-8	-11	3	105	-3	12	-9	-2	103	104	-9
Cc1cc(OCC(=O)NCc2ccncc2)ccc1Cl	-6	-3	-3	102	-1	-25	-8	-1	105	100	18
O=C(NCCCc1ccccc1)c1ccncc1	-15	-8	-4	103	-2	-7	-7	-1	103	100	4
CSCCC(NC(=O)c1ccccc1)C(=O)O (configuration not stated)	-10	-4	-6	103	-2	-22	-4	-3	106	104	5
O=C1Cc2cccc3cccc1c23	-12	-4	-4	101	-1	-5	-13	0	99	99	11
CCCN(CC(=O)Nc1ccc(C(N)=O)cc1)CC(=O)Nc1cc(Cl)ccc1Cl	-4	-3	2	96	0	-5	2	4	100	96	14
O=C(CN1CCN(S(=O)(=O)c2ccc3ccccc3c2)CC1)N1CCc2ccccc2C1	-14	-6	-5	100	-4	-9	-10	0	99	98	8
COc1ccc(S(=O)(=O)n2cnc3cc(C)c(C)cc32)cc1	-3	-6	-2	101	-2	-6	-6	4	110	102	16
Cc1ccc(-n2c(SCC(=O)N3CC(=O)Nc4ccccc43)nc3ccccc3c2=O)cc1C	-12	-7	-8	103	-8	-75	-11	-5	105	102	-34
Cc1ccc(COc2ccc(/C=N/NC(=O)c3nnn(-c4nonc4N)c3COc3ccc(F)cc3)cc2)cc1	.	.	.	94	.	-37	.	.	97	?	1
Cc1cccn2c(=O)c(/C=C(\C#N)C(=O)NC3CCS(=O)(=O)C3)c(N3CC(C)OC(C)C3)nc12 (configuration not stated)	.	.	.	103	.	1	.	.	102	?	14
O=C(O)C1C2C=CC(C2)C1C(=O)NC1CCN(Cc2ccccc2)CC1 (configuration not stated)	-19	-10	-8	99	-3	-2	-10	-1	101	100	5
O=C(O)c1cccc(NC(=S)NC(=O)c2ccc(-c3ccc(Cl)cc3)o2)c1	3	0	-4	103	-2	-20	0	-3	102	98	29
